Compound activity deposited in PubChem BioAssay by Sanford-Burnham Center for Chemical Genomics.
SENP6 block: SENP6 protease inhibitors, primary screen, biochemical, luminescence, uHTS; Recombinant SENP6 catalytic domain, aminoluciferin luminescence; AID 2599, 2010; actives 1.8% (n = 330,000); inhibition, % at 10 µM;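 active means inhibition above about 50% at the single tested dose, limit read from the data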;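 further: plate controls were DMSO wells with enzyme for no effect and DMSO wells lacking enzyme for full effect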
Target sequence (Q9GZR1 628-1112 limits assumed): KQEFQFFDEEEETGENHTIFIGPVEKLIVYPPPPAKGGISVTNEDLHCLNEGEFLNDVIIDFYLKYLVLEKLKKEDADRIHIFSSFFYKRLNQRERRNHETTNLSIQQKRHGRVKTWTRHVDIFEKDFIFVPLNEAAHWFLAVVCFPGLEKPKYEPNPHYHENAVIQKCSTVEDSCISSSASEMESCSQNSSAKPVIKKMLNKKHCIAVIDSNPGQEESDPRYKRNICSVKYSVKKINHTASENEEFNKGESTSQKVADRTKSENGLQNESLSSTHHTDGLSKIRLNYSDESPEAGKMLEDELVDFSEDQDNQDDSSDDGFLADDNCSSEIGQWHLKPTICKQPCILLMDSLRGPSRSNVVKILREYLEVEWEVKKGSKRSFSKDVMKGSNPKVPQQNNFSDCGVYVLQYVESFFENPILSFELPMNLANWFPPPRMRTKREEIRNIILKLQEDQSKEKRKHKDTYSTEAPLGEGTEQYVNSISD
SENP7 inh: SENP7 protease inhibitors, primary screen, biochemical, luminescence, uHTS | inhibition, % at 5 µM | recombinant SENP7, Z-RLRGG-aminoluciferin luminescence, 40 min | actives 1.5% (n = 330,000) | AID 434973, 2010;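 active means inhibition above about 50% at the single test dose, limit read from the data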;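 further: plate controls were DMSO with enzyme for no effect and no enzyme buffer wells for full effect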
Target sequence (Q9BQF6 706-1050 limits assumed): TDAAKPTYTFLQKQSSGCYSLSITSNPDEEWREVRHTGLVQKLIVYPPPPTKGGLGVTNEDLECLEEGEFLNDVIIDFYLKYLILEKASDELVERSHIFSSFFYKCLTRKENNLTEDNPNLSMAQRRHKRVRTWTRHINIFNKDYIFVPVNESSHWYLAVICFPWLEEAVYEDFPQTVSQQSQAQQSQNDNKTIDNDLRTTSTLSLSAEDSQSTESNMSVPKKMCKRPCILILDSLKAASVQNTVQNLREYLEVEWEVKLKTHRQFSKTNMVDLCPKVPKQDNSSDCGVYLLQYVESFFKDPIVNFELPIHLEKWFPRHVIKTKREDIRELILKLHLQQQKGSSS
APOBEC3G inh: APOBEC3G DNA deaminase inhibitors, primary screen, biochemical, fluorescence, single-stranded DNA substrate, uHTS; DNA dC->dU-editing enzyme APOBEC-3G (Homo sapiens), Q9HC16; recombinant A3G, ssDNA deamination FAM/TAMRA fluorescence; inhibition, % at 20 µM; actives 0.28% (n = 330,000);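 active means inhibition of at least 40% at 20 µM, with no more than 30% in the related APOBEC3A deaminase screen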;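 further: plate controls were DMSO wells with A3G for no effect and wells lacking A3G enzyme for full effect; some compounds called inactive have numbers as strong as hits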
SENP8 block-1: human SENP8 protease inhibitors, primary screen, biochemical, fluorescence, Nedd8 protein substrate, uHTS; Sentrin-specific protease 8 (Homo sapiens), Q96LD8; recombinant SENP8; inhibition, % at 20 µM; actives 0.64% (n = 360,000); AID 602440, 2012; in the data active means inhibition mostly above about 40%, no sharp cut-off; inactive means mostly below about 27%
SENP1 inh: human SENP1 catalytic domain inhibitors, primary screen, biochemical, FRET, uHTS; Sentrin-specific protease 1 (Homo sapiens), Q9P0U3; recombinant SENP1 catalytic domain, CyPet-SUMO1-YPet FRET cleavage; inhibition, % at 10 µM; actives 0.21% (n = 360,000);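 active means inhibition at least 30% at 10 µM, raw YFP signal under a set limit, fluorescence ratio 0.5 to 1.5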;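 further: 0% = enzyme with DMSO and 100% = no enzyme wells; some results filed as inactive read as strong as hits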
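Test system: hSENP1 catalytic domain, recombinant; Amount: 20 pM final SENP1 enzyme; Medium: Tris pH 8 buffer plus EDTA, NaCl, BME, BSA, NP40, catalase; Schedule: 50 min enzyme reaction, room temperature, light-protected; Technique: FRET fluorescence in CFP and YFP emission channels; Controls: no-enzyme wells low, DMSO-plus-enzyme wells high control.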
UBC13 polyUb: UBC13 polyubiquitin chain formation inhibitors, primary screen, biochemical, TR-FRET, uHTS. Ubiquitin-conjugating enzyme E2 N (Homo sapiens), P61088. inhibition, % at 20 µM. actives 0.47% (n = 330,000); in the data active means inhibition above about 45%, passing the limit was not always enough
Target sequence (P61088 whole entry, looked up): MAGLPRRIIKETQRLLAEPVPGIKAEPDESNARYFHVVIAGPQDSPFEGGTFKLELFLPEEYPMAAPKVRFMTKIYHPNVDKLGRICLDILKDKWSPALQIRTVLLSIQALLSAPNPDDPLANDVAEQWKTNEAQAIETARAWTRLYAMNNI
Apaf-1 inh: inhibitors of human Apaf-1 apoptosome, primary screen, biochemical, DEVD-Rh110 fluorescence, uHTS; reconstituted apoptosome caspase-3 activity; inhibition, % at 20 µM; actives 0.71% (n = 330,000); active means inhibition of at least 40% at 20 µM;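 further: plate controls were DMSO wells for no effect and DEVD-CHO caspase inhibitor wells for full effect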
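System – cell-free apoptosome with Apaf-1, procaspase-3 and caspase-9 · Buffer or medium – pH 7.5 Hepes buffer with CHAPS, BSA, DTT · Also added – cytochrome c with DEVD-Rh110 · Times – 30 min compound preincubation, 50 min activation, room temperature · Technique – Rh110 fluorescence intensity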
SENP8 block-2: SENP8 protease inhibitors, primary screen, biochemical, luminescence | Sentrin-specific protease 8 (Homo sapiens), Q96LD8 | purified SENP8, Z-RLRGG-aminoluciferin cleavage | inhibition, % at 10 µM | actives 1.2% (n = 330,000) | AID 2540, 2010; in the data active means inhibition above about 50%
Starred values were filed as active, the others as inactive; · = not tested or not shown.

Order of results – SENP6 block, SENP7 inh, APOBEC3G inh, SENP8 block-1, SENP1 inh, UBC13 polyUb, Apaf-1 inh, SENP8 block-2
1: CCCN1C2CCCC1CC(NC(=O)c1ccc(Br)cc1)C2 (stereo not drawn)
 : 0, -8, 2, 13, 2, 1, -9, 2
2: Cc1cc2c(C)nc(N/N=C/c3ccccc3)nc2o1
 : 5, -2, -4, -29, -6, 7, -6, -4
3: Cc1ccc(S(=O)(=O)NC(=O)c2cc(C)n(-c3ccc(N(C)C)cc3)c2C)cc1
 : 16, 5, 23, 5, 3, -16, 28, -3
4: O=C1CNC(=S)N1CCc1ccc(O)c(O)c1
 : -9, 2, 2, 10, 4, 0, -2, 5
5: Cc1cc(-c2n[nH]c(=S)o2)c(C)n1-c1ccccc1
 : 14, 4, 5, ·, ·, -7, 9, 6
6: C=CCNCCOc1cccc(Br)c1
 : -15, 9, 2, 26, 2, -4, 8, -11
7: CCN1C(=O)/C(=C2/C=Cc3ccccc3N2CC)SC1=S
 : 2, 10, 4, 26, 4, -246, 21, -3
8: Cc1ccccc1C(=O)NC(=S)Nc1ccc2[nH]c(=O)[nH]c2c1
 : -5, 9, 1, 14, 0, -2, 2, 2
9: COc1ccc2[nH]c3c(c2c1)CCN1C(=O)C(CC(=O)NCC24CC5CC(CC(C5)C2)C4)C[C@H](C(=O)N2CCCCC2)[C@@]31C (stereo partly drawn)
 : ·, -1, -2, 12, 1, ·, 27, ·
10: Cc1cccc(NC(=O)c2nc[nH]c2C(=O)Nc2cccc(C)c2)c1
 : 0, 6, -7, 4, 0, 5, -1, 2
11: CCCNC(=O)CC(NS(=O)(=O)c1ccc(NC(C)=O)cc1)C(C)C (stereo not drawn)
 : 16, 9, 0, 13, 3, -1, -3, 6
12: CSc1ccc(CN(C)C(=O)C(Cc2ccccc2)NC(=O)c2ccccc2)cc1 (stereo not drawn)
 : 21, 4, 0, 2, 1, 4, 20, 3
13: COc1ccc(C2CCCN2C(=S)Nc2cccc(Cl)c2C)cc1OC (stereo not drawn)
 : -4, 5, -3, 14, 0, -2, -13, 4
14: COc1ccc(CCNC(=O)CSc2nc(O)cc(=O)[nH]2)cc1OC
 : -3, 0, -2, 7, 4, 10, -3, 4
15: CC(Oc1ccc(Br)cc1)c1nc2c3ccccc3nc(=S)n2[nH]1 (stereo not drawn)
 : 1, -1, -3, 21, 2, 32, -10, 2
16: Cc1ccc(C(=O)NCCN2CCNC2=O)cc1
 : 12, -7, 0, 8, 1, 9, -15, 3
17: CCOC(=O)CN1CC23C=CC(O2)C(C(=O)NCc2ccc(F)cc2)C3C1=O (stereo not drawn)
 : -14, -8, -3, 15, 3, 3, -5, 1
18: O=C(CNS(=O)(=O)c1cccc2nsnc12)NC1CCCCC1
 : -17, 1, -4, 11, 3, -7, 4, -2
19: CCc1ccc(NC(=O)c2onc(C)c2Cl)cc1
 : 4, -6, -3, 2, 1, 2, 8, 10
20: COCCCNC(=O)c1cc(C(=O)c2ccccc2Br)c[nH]1
 : -4, -3, -5, 13, 1, 20, -5, -2
21: O=C(NC1CCCC1)c1cc(-c2ccc(Cl)c(Cl)c2)on1
 : -10, 1, -5, 7, 3, -5, 8, -4
22: O=C(COC(=O)c1cc([N+](=O)[O-])ccc1N1CCOCC1)Nc1cc(F)ccc1F
 : -18, 3, 1, 29, 0, -1, 13, 12
23: NCCCCCc1nnc(SCc2ccc(Cl)c(Cl)c2)o1
 : 0, 7, -5, 22, 0, 16, -11, 0
24: CC(=O)Nc1nc(Cn2nnc(-c3ccc4c(c3)OCO4)n2)nc(N(C)C)n1
 : -1, -3, 3, 9, 1, -2, -12, -9
25: COc1ccccc1C(=O)CSc1ccccn1
 : 6, -1, -8, 0, 3, 7, 2, -2
26: CCN(CC)C1CC(=O)N(c2cccc(C)c2)C1=O (stereo not drawn)
 : -17, -6, -5, ·, ·, 2, -8, 6
27: Cn1cccc1CC(=O)N/N=C/c1ccc(C(C)(C)C)cc1
 : -14, 3, 4, 21, -1, -5, 8, -5
28: Fc1ccc(-c2csc3ncnc(N4CCN(c5ccccc5)CC4)c23)cc1
 : -8, -2, -3, -4, -30, -10, 21, -4
29: O=S(=O)(c1ccc(-c2nc3ccccc3s2)cc1)N1CCCC1
 : -17, 33, -7, -10, 2, 30, -22, -15
30: CC(C)Oc1cc(C(=O)NC2CCCCC2)c2ccccc2n1
 : 1, -2, -6, -74, 4, -4, 15, 14
31: COc1ccc(/C=C/c2c(-c3cccc(C)c3)oc3ccc(-c4ccc5c(c4)OCO5)cc23)cc1
 : -3, -4, -6, ·, ·, -36, -2, -10
32: COc1ccc(CNC(=O)CN(C(=O)c2cc3sccc3n2C)C2CCCC2)cc1
 : -7, -5, -5, 9, 0, -1, -2, -2
33: Cc1cc(=O)[nH]c(SCC(=O)Nc2ccc3c(c2)CCC3)c1C#N
 : -3, 1, -7, -11, 1, 4, -17, 1
34: COc1ccc(N2CCN(c3nc(Cl)nc(N4CCOCC4)n3)CC2)cc1
 : -14, -5, -7, 4, 0, 6, 7, 4
35: CCCNc1nc(C)cc(-c2cc(C(=O)Nc3ccccc3)on2)n1
 : -13, -13, -11, -406, 0, -4, 5, -7
36: COc1cccc(CC(=O)OCC(=O)c2cc(OC)ccc2OC)c1
 : 11, 6, -3, -198, 2, 19, 3, 1
37: COC(=O)c1nc(-c2ccccc2)oc1N(C)C
 : -4, -3, -3, -318, 3, -2, 7, -7
38: Cc1nnc(NC(=O)CSc2nnc(CNC(=O)c3ccc(F)cc3)o2)s1
 : -7, -6, -10, 8, 1, -8, 5, -9
39: COc1cc2[nH]c3c(=O)n(N)c(=O)[nH]c3c2cc1OC
 : -14, -10, -4, -285, 1, -2, 7, 0
40: CC1Cc2cc(/C(O)=C3/C(=O)C(=O)N(CCCn4ccnc4)C3c3ccc(Br)cc3)ccc2O1 (stereo not drawn)
 : -2, 14, -3, -9, 1, -34, 11, -10
41: COc1cccc(Nc2nnc(Cc3cccnc3)c3ccccc23)c1
 : 10, 11, -6, -60, 1, 5, 4, -1
42: O=C(Nc1c2c(nn1-c1ccc(Cl)cc1)CS(=O)(=O)C2)c1ccc2c(c1)OCO2
 : -3, -2, -4, 15, 1, 9, -16, 2
43: COc1ccc(S(=O)(=O)NC(CC(=O)N2CCc3ccccc32)c2ccco2)cc1 (stereo not drawn)
 : -12, -2, -8, 13, 0, 8, -2, -3
44: COc1ccccc1CC(=O)Nc1ccccc1C(=O)O
 : 11, 6, 2, 0, -2, 0, -4, 6
45: O=C(N/C(=C\c1cn(-c2ccccc2)nc1-c1ccccc1)C(=O)N1CCOCC1)c1ccccc1
 : -12, -4, 2, ·, ·, -18, 14, -1
46: O=C1/C(=C/c2cccnc2)CC/C1=C\c1cccnc1
 : -2, -13, -9, 28, 1, -2, -1, -5
47: O=C(O)CCc1ccc(S(=O)(=O)NCCc2ccccc2)cc1
 : 2, 0, -8, 11, 2, 1, -25, 3
48: CCOC(=O)CCc1c(C)c2ccc(OCc3nn[nH]n3)cc2oc1=O
 : -18, -8, -6, -320, -1, 2, 4, -11
49: CC(=O)c1ccc(NC(=O)c2ccc3c(=O)n4c(nc3c2)CCCCC4)cc1
 : 14, 2, 10, 1, 3, -8, 7, 7
50: CN(CC(=O)Nc1ccccc1Cl)CC(=O)Nc1ccccc1[N+](=O)[O-]
 : -8, 7, -4, 10, 1, 5, -5, -3
51: COCCNC(=S)N(CCO)Cc1cc2cc3c(cc2[nH]c1=O)OCCO3
 : 6, 1, 4, -338, -52, 9, 1, 2
52: O=C(CN1CCOc2ccccc21)NCc1ccccc1
 : 2, 2, 0, 12, -2, 1, -3, -6
53: COc1ccccc1NC(=O)c1ccc(NS(=O)(=O)c2c(C)noc2C)cc1
 : -8, 1, 1, 16, -2, 4, -1, -2
54: Cc1ccc2c(CN3C(=O)NC4(CCCCC4)C3=O)cc(=O)oc2c1C
 : -27, -10, 5, -27, -4, -7, 19, -3
55: CCOC(=O)N1CCC(Nc2c(-c3ccc(C)cc3)c(=O)c2=O)CC1
 : -10, -2, -7, 23, 8, -8, -1, -3
56: CC(O)(CS(=O)(=O)Cc1cccc(C(F)(F)F)c1)C(=O)Nc1cccc(C(F)(F)F)c1 (stereo not drawn)
 : -12, -2, -7, 12, 0, 11, -7, 7
57: CC(C)C1CC(CCNCc2ccc(N(C)C)cc2)(c2ccccc2)CCO1 (stereo not drawn)
 : -14, 0, -1, 14, 0, 32, -1, -4
58: COc1ccc(-c2ccc(-c3cc(=O)oc4cc(OC)c(OC)c(OC)c34)cc2)cc1OC
 : ·, -8, -3, -143, 1, ·, 26, ·
59: Cc1nc2c(sc3nc4c(cc32)COC(C)(C)C4)c(=O)o1
 : -18, -10, -6, 21, 1, 8, -1, -14
60: CCOC(=O)C(=O)Cc1nc2ccccc2s1
 : -5, -3, -7, -248, -89, -11, 1, -7

Going on with the list:
Order of results – SENP6 block, SENP7 inh, APOBEC3G inh, SENP8 block-1, SENP1 inh, UBC13 polyUb, Apaf-1 inh, SENP8 block-2
61: Cc1ccc(CCNC(=O)C2=CCN(S(=O)(=O)c3ccccc3)CC2)cc1
 : -1, 7, -4, -2, 0, 3, 0, 2
62: CC(=O)Nc1ccc(OCC=C(Cl)Cl)cc1
 : -9, 3, -2, 6, 0, 0, -3, -5
63: Cc1cccc(NC(=O)CCNC(=O)c2ccco2)c1C
 : -2, 0, -4, 20, 3, 6, -17, 3
64: COC(=O)c1scc(C)c1NC(=O)/C=C/C(=O)O
 : -24, 2, -6, 17, 2, 8, -26, 1
65: CCN1CCN(CCCNC(=O)c2ccc(/C=C3/Oc4ccccc4N(Cc4cccc(C)c4)C3=O)cc2)CC1
 : -11, 2, 0, -366, -48, 64*, 47*, -4
66: COc1ccc(C)cc1S(=O)(=O)N1CCN(c2cccc(C(F)(F)F)c2)CC1
 : -18, -3, -3, 9, 2, -8, 36, -8
67: Fc1cccc(Cl)c1CNc1ccc(N2CCCC2)cc1
 : -21, -2, 3, -365, -19, -8, 48*, -11

Fetched by compound from the list above, 2 records:
Order of results – SENP6 block, SENP7 inh, APOBEC3G inh, SENP8 block-1, SENP1 inh, UBC13 polyUb, Apaf-1 inh, SENP8 block-2
62: CC(=O)Nc1ccc(OCC=C(Cl)Cl)cc1
 : -9, 3, -2, 6, 0, 0, -3, -5
67: Fc1cccc(Cl)c1CNc1ccc(N2CCCC2)cc1
 : -21, -2, 3, -365, -19, -8, 48*, -11

Hits appear at their usual frequency; overall some 3.6% were active at least once.
